NFkB SMM – binders of human NF-kappa-B p105; calls only; AID 624139; Small molecule microarray, anti-His fluorescence binding; P19838; 1.3% of 17,000 active;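 active = spot fluorescence over background significantly raised, with a chance value under 7% in all four replicate spots of the compound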;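 also: probe protein is his-tagged human p50 processed subunit at 1 µg/ml; raw spot fluorescence signals with no normalization applied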
Target sequence (P19838 1-433 limits assumed): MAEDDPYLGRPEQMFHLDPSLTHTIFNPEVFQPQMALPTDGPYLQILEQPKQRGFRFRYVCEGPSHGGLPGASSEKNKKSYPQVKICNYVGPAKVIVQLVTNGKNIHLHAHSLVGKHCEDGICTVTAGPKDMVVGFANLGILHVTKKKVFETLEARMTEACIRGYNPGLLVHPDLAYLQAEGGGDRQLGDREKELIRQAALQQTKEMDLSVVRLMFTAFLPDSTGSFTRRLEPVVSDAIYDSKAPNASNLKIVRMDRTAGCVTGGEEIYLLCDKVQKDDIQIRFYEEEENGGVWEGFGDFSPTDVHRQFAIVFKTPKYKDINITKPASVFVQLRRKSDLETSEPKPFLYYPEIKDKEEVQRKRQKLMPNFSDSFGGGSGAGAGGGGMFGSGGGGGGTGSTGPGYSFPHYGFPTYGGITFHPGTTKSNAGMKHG
Calls only; i = inactive; + = active, no number. A portion of the library; count on the stated rates, not on these rows.

The first 2 records, ahead of the listing:
SMILES | NFkB SMM
C[C@@H]1CCCCO[C@H](CN(C)C(=O)CCC(F)(F)F)[C@@H](C)CN([C@@H](C)CO)C(=O)c2cc(NS(=O)(=O)c3ccccc3)ccc2O1 | i
O=C(NCc1ccccn1)c1cc(-c2ccccc2)on1 | i

The list itself, repeating the preview:
SMILES | NFkB SMM
C[C@@H]1CCCCO[C@H](CN(C)C(=O)CCC(F)(F)F)[C@@H](C)CN([C@@H](C)CO)C(=O)c2cc(NS(=O)(=O)c3ccccc3)ccc2O1 | i
O=C(NCc1ccccn1)c1cc(-c2ccccc2)on1 | i
COc1cccc(OC)c1C(=O)NCCCO | i
C[C@H](CO)N1C[C@H](C)[C@@H](CN(C)Cc2ccc(Cl)c(Cl)c2)OCc2cn(nn2)CCCC1=O | i
Cc1ccc(S(=O)(=O)N2C(=O)CCC2C(N)=O)cc1 (centres undefined) | i
O=C(Nc1ccccc1)C1=C[C@@H](c2ccc(Br)cc2)C[C@@H](OCc2ccc(CO)cc2)O1 | i
C[C@H]1CN([C@@H](C)CO)C(=O)c2cccc(NS(=O)(=O)c3cccs3)c2O[C@H]1CN(C)Cc1ccc(C(=O)O)cc1 | i
Cc1cc(C)c2nc(-c3ccccn3)cc(C(=O)NCc3ccco3)c2c1 | i
C=CCN1Cc2ccccc2[C@@H]2OC(c3ccc(OCCCO)cc3)=N[C@]2(CCS(=O)(=O)c2ccccc2)C1=O | i
CC(CN1CCCCC1)NC(=O)c1cc(-c2ccccn2)nc2ccc(Cl)cc12 (centres undefined) | i
C[C@@H]1CN([C@@H](C)CO)C(=O)c2cccc(NS(=O)(=O)c3cccs3)c2O[C@H]1CN(C)C(=O)Nc1ccc(C(F)(F)F)cc1 | i
C[C@@H](O)CNC(C)(C)CC(=O)N[C@@H]1CCc2ccccc2N(Cc2ccc(-c3ccccc3-c3nn[nH]n3)cc2)C1=O | i
COc1ccc(S(=O)(=O)Nc2ccc3c(c2)C(=O)N([C@@H](C)CO)C[C@H](C)[C@@H](CN(C)Cc2ccc(C(F)(F)F)cc2)OCCCC[C@@H](C)O3)cc1 | i
C[C@@H]1CN([C@H](C)CO)C(=O)c2cc(NC(=O)c3ccncc3)ccc2O[C@@H](C)CCCCO[C@@H]1CN(C)S(=O)(=O)c1ccc(F)cc1 | i
C[C@H](CO)N1C[C@H](C)[C@@H](CN(C)C(=O)Nc2ccccc2)Oc2ccc(NC(=O)Cc3ccccc3)cc2C1=O | i

The closing seven entries of the section before come first, to join the parts:
SMILES | NFkB SMM
C=CCN1Cc2ccccc2[C@@H]2OC(c3ccc(OCCCO)cc3)=N[C@]2(CCS(=O)(=O)c2ccccc2)C1=O | i
CC(CN1CCCCC1)NC(=O)c1cc(-c2ccccn2)nc2ccc(Cl)cc12 (centres undefined) | i
C[C@@H]1CN([C@@H](C)CO)C(=O)c2cccc(NS(=O)(=O)c3cccs3)c2O[C@H]1CN(C)C(=O)Nc1ccc(C(F)(F)F)cc1 | i
C[C@@H](O)CNC(C)(C)CC(=O)N[C@@H]1CCc2ccccc2N(Cc2ccc(-c3ccccc3-c3nn[nH]n3)cc2)C1=O | i
COc1ccc(S(=O)(=O)Nc2ccc3c(c2)C(=O)N([C@@H](C)CO)C[C@H](C)[C@@H](CN(C)Cc2ccc(C(F)(F)F)cc2)OCCCC[C@@H](C)O3)cc1 | i
C[C@@H]1CN([C@H](C)CO)C(=O)c2cc(NC(=O)c3ccncc3)ccc2O[C@@H](C)CCCCO[C@@H]1CN(C)S(=O)(=O)c1ccc(F)cc1 | i
C[C@H](CO)N1C[C@H](C)[C@@H](CN(C)C(=O)Nc2ccccc2)Oc2ccc(NC(=O)Cc3ccccc3)cc2C1=O | i
C[C@H]1CN([C@@H](C)CO)C(=O)Cc2cc(NC(=O)Nc3ccc(C(F)(F)F)cc3)ccc2O[C@@H]1CN(C)C(=O)NC1CCCCC1 | i
CCOc1c(O)ccc(C(c2c[nH]c3ccccc23)c2c[nH]c3ccccc23)c1[N+](=O)[O-] | i
C=C1[C@H]2CC[C@H](C(=O)O)[C@@]23CC[C@H](C3)C1(C)C | i
CN/C(=C/[N+](=O)[O-])NCCSCc1csc(CN(C)C)n1 | i
COC(=O)c1ccc(NC(=O)CSc2nnc(-c3cccc(Cl)c3)n2C)cc1 | i
Cc1noc(C)c1S(=O)(=O)Nc1ccc2c(c1)CC(=O)N([C@@H](C)CO)C[C@H](C)[C@H](CN(C)C(=O)Nc1ccc(F)cc1)O2 | i
Cc1ccc(S[C@]2(C(=O)NC3CC3)CC(=O)N(C3CCCCC3)[C@@H]2c2ccc(CO)cc2I)cc1 | i
O=C(CN1CCOCC1)Nc1ccc(S(=O)(=O)N2CCCC2)cc1 | i
Cn1nnc2cc(NC(=O)NCCO)ccc21 | i
O=C(CSc1ncn[nH]1)c1c[nH]c2ccccc12 | i
COC(=O)C1=CO[C@@H](O[C@@H]2O[C@H](CO)[C@@H](O)[C@H](O)[C@H]2O)[C@H]2[C@@H]1[C@H](OC(=O)/C=C\c1ccc(O)cc1)C[C@]2(C)OC(C)=O | i
C[C@@H]1CCCCO[C@@H](CN(C)Cc2ccncc2)[C@H](C)CN([C@H](C)CO)C(=O)c2cc(NS(=O)(=O)c3ccccc3)ccc2O1 | i
C[C@@H]1CN([C@H](C)CO)C(=O)c2cc(NS(=O)(=O)c3ccccc3)ccc2O[C@@H](C)CCCCO[C@@H]1CN(C)C(=O)c1ccccc1 | i
COc1ccc(S(=O)(=O)Nc2ccc3c(c2)C(=O)N([C@@H](C)CO)C[C@@H](C)[C@@H](CN(C)Cc2ccncc2)O3)cc1 | i
COc1ccccc1NC(=O)c1ccccc1NC(=O)CCc1ccccc1 | i
Cc1ncc([N+](=O)[O-])n1CC(=O)N(C)c1ccccc1 | i
COc1ccc2c(OC)c3ccoc3nc2c1OC | i
Cc1sc2nc(SCc3nc(-c4ccccc4)no3)n(-c3ccccc3)c(=O)c2c1C | i
CC(C)NC(=O)N(C)C[C@H]1OCCCC[C@@H](C)Oc2ccc(NC(=O)CCC(F)(F)F)cc2C(=O)N([C@H](C)CO)C[C@H]1C | i
C[C@@H]1CN([C@@H](C)CO)C(=O)c2cc(N(C)C)ccc2O[C@@H](C)CCCCO[C@@H]1CN(C)S(=O)(=O)c1cccs1 | i
C[C@@H]1CCCCO[C@H](CN(C)C(=O)NC2CCCCC2)[C@H](C)CN([C@@H](C)CO)C(=O)c2cc(NC(=O)C3CCCCC3)ccc2O1 | +
C[C@@H]1CN([C@@H](C)CO)C(=O)c2cccc(NC(=O)c3ccncc3)c2O[C@H]1CN(C)C(=O)Nc1ccccc1 | i
Cc1noc(C)c1NC(=O)Nc1ccc2c(c1)C(=O)N([C@H](C)CO)C[C@@H](C)[C@H](CN(C)Cc1ccc(C(=O)O)cc1)OCCCC[C@H](C)O2 | i
Cc1noc(C)c1NC(=O)N(C)C[C@H]1Oc2c(NC(=O)c3ccncc3)cccc2C(=O)N([C@H](C)CO)C[C@@H]1C | i
C[C@H](CO)N1C[C@H](C)[C@@H](CN(C)C)Oc2ccc(NC(=O)CCC(F)(F)F)cc2CC1=O | i
C[C@H]1CN([C@@H](C)CO)C(=O)c2cccc(NC(=O)c3ccncc3)c2O[C@H]1CN(C)Cc1ccc(C(=O)O)cc1 | i
CN1CCN(CC(=O)Nc2ccccc2[N+](=O)[O-])CC1 | i
CCc1c(C)nc(SCC(=O)Nc2cccc(Br)c2)[nH]c1=O | i
C[C@H]1CN([C@@H](C)CO)C(=O)c2cccc(NS(=O)(=O)c3ccc(Cl)cc3)c2O[C@H]1CN(C)Cc1ccc2c(c1)OCO2 | i
Cc1noc(C)c1NC(=O)Nc1ccc2c(c1)C(=O)N([C@@H](C)CO)C[C@H](C)[C@@H](CN(C)C)OCCCC[C@H](C)O2 | i
C[C@H]1CN([C@@H](C)CO)C(=O)Cc2cc(NC(=O)Nc3ccc(F)cc3)ccc2O[C@@H]1CN(C)CC1CC1 | i
CNC[C@H]1Oc2ccc(NC(=O)Cn3cnnn3)cc2CC(=O)N([C@H](C)CO)C[C@@H]1C | i
C[C@@H]1CCCCO[C@H](CN(C)C(=O)Nc2ccc3c(c2)OCO3)[C@@H](C)CN([C@@H](C)CO)C(=O)c2cc(NS(=O)(=O)c3cccs3)ccc2O1 | i
C[C@]12CC[C@@H]3c4ccc(OS(=O)(=O)O)cc4CC[C@H]3[C@@H]1CCC2=O | i
C[C@@H]1CCCCO[C@H](CN(C)C)[C@H](C)CN([C@@H](C)CO)C(=O)c2cc(NS(C)(=O)=O)ccc2O1 | i
C[C@@H]1CN([C@@H](C)CO)C(=O)c2cccc(N(C)C)c2O[C@@H]1CN(C)C(=O)Nc1ccc(C(F)(F)F)cc1 | i
OC[C@H]1O[C@@H](OCc2ccccc2)[C@H](O[C@@H]2OC[C@](O)(CO)[C@H]2O)[C@@H](O)[C@@H]1O | i
O=C(O)CCC(=O)Nc1ccccc1C(=O)O | i
C[C@@H]1CN([C@H](C)CO)C(=O)c2cccc(NC(=O)Nc3ccc(C(F)(F)F)cc3)c2O[C@H]1CN(C)C(=O)NC1CCCCC1 | +
C[C@H]1CN([C@@H](C)CO)C(=O)Cc2cc(NC(=O)CCC(F)(F)F)ccc2O[C@@H]1CN(C)C | i
COC(=O)[C@H]1CC[C@H](OC(C)=O)[C@]2(C)CC[C@@H](C(C)C)[C@@H](OC(=O)/C=C/c3ccccc3)C12 (some centres undefined) | +
C[C@H](CO)N1C[C@H](C)[C@H](CN(C)CC2CC2)Oc2ccc(NS(=O)(=O)c3cn(C)cn3)cc2CC1=O | i
C[C@@H]1CN([C@@H](C)CO)C(=O)CCCn2cc(nn2)CO[C@H]1CN(C)Cc1ccc(C(F)(F)F)cc1 | i
C[C@H]1CCCCO[C@@H](CN(C)C(=O)CCCN(C)C)[C@@H](C)CN([C@@H](C)CO)C(=O)c2cc(NS(=O)(=O)c3ccccc3)ccc2O1 | i
CCCN(C)C[C@@H]1OCCCC[C@H](C)Oc2ccc(NC(=O)C3CCCCC3)cc2C(=O)N([C@H](C)CO)C[C@@H]1C | i

Laid out differently: results already given.
mol,NFkB SMM
C[C@@H]1CN([C@H](C)CO)C(=O)c2cccc(NC(=O)Nc3ccc(C(F)(F)F)cc3)c2O[C@H]1CN(C)C(=O)NC1CCCCC1,+
C[C@H]1CCCCO[C@@H](CN(C)C(=O)CCCN(C)C)[C@@H](C)CN([C@@H](C)CO)C(=O)c2cc(NS(=O)(=O)c3ccccc3)ccc2O1,i
C[C@]12CC[C@@H]3c4ccc(OS(=O)(=O)O)cc4CC[C@H]3[C@@H]1CCC2=O,i

Further structures.
SMILES | NFkB SMM
COCCOC(=O)N1C(=O)[C@@]2(c3ccccc31)[C@H](C(=O)N1CCN(c3ncccn3)CC1)[C@H]1C(=O)O[C@H](c3ccccc3)[C@H](c3ccccc3)N1[C@@H]2c1ccc(OCCO)cc1 | i
C[C@@H]1CN([C@H](C)CO)C(=O)c2cc(NC(=O)Nc3ccccc3)ccc2O[C@@H](C)CCCCO[C@@H]1CN(C)Cc1ccncc1 | i
C[C@H](CO)N1C[C@H](C)[C@@H](CN(C)S(=O)(=O)c2cn(C)cn2)Oc2ccc(NS(=O)(=O)c3cn(C)cn3)cc2C1=O | i
CC(C)(C)NC[C@H](O)COc1cccc2c1CCCC2=O | i
C[C@@H]1CCCCO[C@@H](CN(C)C(=O)c2ccncc2)[C@@H](C)CN([C@@H](C)CO)C(=O)c2cc(NS(=O)(=O)c3ccccc3)ccc2O1 | i
C[C@@H]1CN([C@@H](C)CO)C(=O)c2cc(NC(=O)Nc3ccc4c(c3)OCO4)ccc2O[C@@H]1CN(C)C(=O)Nc1ccccc1 | i
C[C@H]1CN([C@@H](C)CO)C(=O)c2cc(NC(=O)Nc3ccc4c(c3)OCO4)ccc2O[C@H]1CN(C)S(=O)(=O)c1cccs1 | i
C[C@@H]1CN([C@@H](C)CO)C(=O)c2cc(NC(=O)c3ccncc3)ccc2O[C@@H](C)CCCCO[C@@H]1CN(C)C | i
C[C@@H]1CN([C@H](C)CO)C(=O)c2cccc(NC(=O)C3CCOCC3)c2O[C@H]1CN(C)S(=O)(=O)c1cn(C)cn1 | i
Cc1noc(C)c1NC(=O)Nc1ccc2c(c1)CC(=O)N([C@H](C)CO)C[C@H](C)[C@H](CN(C)C(=O)Nc1cccc3ccccc13)O2 | i
COc1c(O)cc2c(c1O)C(=O)OC(C)C2O (centres undefined) | i
C[C@@H]1CN([C@H](C)CO)C(=O)c2cc(NS(C)(=O)=O)ccc2O[C@H]1CN(C)C(=O)NC1CCCCC1 | i
C[C@H](CO)N1C[C@H](C)[C@@H](CN(C)C)Oc2ccc(NC(=O)c3ccncc3)cc2C1=O | i
COc1ccc(NC(=O)Nc2ccc3c(c2)C(=O)N([C@@H](C)CO)C[C@H](C)[C@@H](CN(C)S(=O)(=O)c2cn(C)cn2)O3)cc1 | i
CC1(C)CC[C@@]2(C(=O)O[C@@H]3O[C@H](CO)[C@@H](O)[C@H](O)[C@H]3O)C(C1)C1=CCC3[C@@]4(C)CC[C@@H](O[C@@H]5O[C@H](C(=O)O)[C@@H](O[C@@H]6OC[C@@H](O)[C@H](O)[C@H]6O)[C@H](O)[C@H]5O)C(C)(C)C4CC[C@@]3(C)[C@]1(C)C[C@H]2O (some centres undefined) | i
C[C@H]1CN([C@@H](C)CO)C(=O)Cc2cc(NC(=O)Nc3ccc4c(c3)OCO4)ccc2O[C@H]1CN(C)C(=O)NC1CCCCC1 | i
COc1ccc(CN(C)C[C@H]2Oc3ccc(NC(=O)CCCN(C)C)cc3C(=O)N([C@H](C)CO)C[C@H]2C)cc1 | i
C[C@@H]1CN([C@@H](C)CO)C(=O)Cc2cc(NS(=O)(=O)c3ccccc3)ccc2O[C@@H]1CN(C)C(=O)Nc1ccc2c(c1)OCO2 | i
O=S(=O)(NCCSc1ccccn1)c1ccc(Br)cc1 | i
Cc1noc(C)c1S(=O)(=O)N(C)C[C@H]1Oc2c(NC(=O)c3ccc(-c4nccs4)cc3)cccc2C(=O)N([C@H](C)CO)C[C@@H]1C | i
CCc1ccccc1NC(=O)C(C)n1cc([N+](=O)[O-])cn1 (centres undefined) | i
C#CCNC(=O)C1=C[C@@H](C2CCCCC2)C[C@@H](OCc2ccc(CO)cc2)O1 | i
O=C(CCc1nc(-c2ccc(Cl)cc2)no1)Nc1cccnc1 | i
CC(C)NC(=O)N(C)C[C@@H]1OCc2cnnn2CCCC(=O)N([C@@H](C)CO)C[C@H]1C | i
C[C@@H]1CN([C@H](C)CO)C(=O)c2cc(NC(=O)Nc3cccc4ccccc34)ccc2O[C@@H](C)CCCCO[C@H]1CN(C)C | i

Compound activity as filed in PubChem BioAssay.
